# Source: PubChem BioAssay
# ARNT TACC3 PPI – ARNT/TACC3 interaction disruption; Q9Y6A5; AlphaScreen His-ARNT PAS-B/GST-TACC3 binding, luminescence; TACC3 fragment carries E629A point mutation; inhibition, % at 9.99 µM; 390,000 tested, 0.66% active; AID 623870;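 active = mean inhibition of replicates at least 50% and at least half of replicates each reaching 50%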;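 also: 0% = complete ARNT plus TACC3 wells and 100% = ARNT alone without TACC3; many hits fall short of the cut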
# PAX8 inh HTS – inhibitors of PAX8 transcriptional activity in RMG-I cells; 360,000 tested, 1.2% active; inhibition, % at 12.6 µM; RMG-I TPO-luciferase reporter, SteadyGlo, 24 h;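 active = mean replicate inhibition at least 60% with every replicate also reaching 60%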;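 also: luciferase light reporting Pax8 driven TPO promoter activity; plate controls were median of neutral control wells for no effect and mitoxantrone controls for full effect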
# * marks the source's active call; other numbers are inactive results. An excerpt (hit frequency here may not be typical).
# The line under a structure holds: ARNT TACC3 PPI, PAX8 inh HTS
- COc1ccc2nc(NC(=O)C3CCN(S(=O)(=O)c4cnc[nH]4)CC3)sc2c1
  4, -4
- COCCn1c(C)cc(C(=O)COC(=O)c2ccc(-n3nc(C)cc3C)cc2)c1C
  -5, -11
- Cc1ccc(CSc2nnc(-c3cccnc3)n2N)cc1
  -4, 11
- CC(C)[C@H](NC(=O)c1ccccc1)C(=O)OCC(=O)N1CCc2ccccc2C1
  -5, -7
- CCOc1cc(NC(=S)NCC2CCCO2)c(OCC)cc1NC(=O)c1ccccc1C (stereo unspecified)
  1, 9
- CC1CCN(CCc2nc3cc(NS(=O)(=O)c4ccccc4)ccc3n2C)CC1
  -25, 93*
- Cc1ccc(S(=O)(=O)n2cnc3ccccc32)c(C)c1
  -2, -6
- NNC(=O)COc1cccc2cccnc12
  0, -2
- CC(c1nnc(Sc2nnnn2-c2ccccc2)n1-c1ccc(F)cc1)N(C)C (stereo unspecified)
  9, 12
- COc1ccccc1-c1noc(-c2cccnc2)n1
  0, -78
- O=C(Nc1ccc2nc[nH]c2c1)c1ccco1
  11, -78
- CCn1c(SCc2ccccc2)nnc1C1CCN(S(=O)(=O)c2ccc(OC)cc2)CC1
  5, 14
- CC1=CC(C)(C)C(C(=O)O)C(C(=O)O)C1 (stereo unspecified)
  3, -3
- CCCc1cc(C(=O)N/N=C/c2ccc(CC)s2)c2ccccc2n1
  2, 32
- COc1ccc(NC(=O)C(=O)NCCN2CCN(C(=O)C(c3ccccc3)c3ccccc3)CC2)cc1
  -3, 7
- Cc1cc(=O)oc2cc3c(cc12)OCCN3
  -27, -38
- Cn1c(=O)cc(OCCCC(=O)Nc2ccc3c(c2)OCCO3)c2ccccc21
  1, -5
- COc1ccc(N2C(=O)CCC(C(=O)Nc3cccc(C)n3)C2c2ccc(OC)c(OC)c2)cc1 (stereo unspecified)
  -2, -1
- CCn1nc(C(=O)Nc2cccc3ccccc23)c(Cl)c1Cl
  -7, 20
- Cc1c(CCO)c(=O)n(-c2ccccc2)n1S(=O)(=O)c1ccc(Cl)cc1
  -1, -1
- COc1ccc(N=CC2=C(O)c3ccccc3C2=O)cc1
  -2, -30
- CCOC(=O)CCc1c(C)c2ccc(OCc3nn[nH]n3)c(C)c2oc1=O
  6, 6
- CC(C)n1nnnc1SCC(=O)N1CCOCC1
  -25, 13
- O=C(O)C1=C(C(=O)Nc2ccc(F)c(Cl)c2)CCCC1
  -6, 16
- O=C(NCc1cccnc1)C1CCCN(Cc2cnn(-c3ccccc3)c2-n2cccc2)C1 (stereo unspecified)
  -15, 15
- Cc1cccnc1NC(=O)c1ccccc1NC(=O)C(C)(C)C
  -9, 3
- O=C(c1ccc(Br)o1)N1CCN(c2ccccc2F)CC1
  6, 4
- COc1ccc(-n2c(CCc3ccccc3)nnc2SCC(=O)NCc2ccccc2)cc1
  3, 21
- COC(=O)c1ccccc1NC(=O)C1CC=CCC1C(=O)O (stereo unspecified)
  -10, 4
- O=C(c1cc2n(n1)C(C(F)(F)F)CC(c1ccc(Cl)cc1)N2)N1CCCC1 (stereo unspecified)
  -9, 8

# The last six entries of the section before come first, to join the parts.
# The line under a structure holds: ARNT TACC3 PPI, PAX8 inh HTS
- O=C(NCc1cccnc1)C1CCCN(Cc2cnn(-c3ccccc3)c2-n2cccc2)C1 (stereo unspecified)
  -15, 15
- Cc1cccnc1NC(=O)c1ccccc1NC(=O)C(C)(C)C
  -9, 3
- O=C(c1ccc(Br)o1)N1CCN(c2ccccc2F)CC1
  6, 4
- COc1ccc(-n2c(CCc3ccccc3)nnc2SCC(=O)NCc2ccccc2)cc1
  3, 21
- COC(=O)c1ccccc1NC(=O)C1CC=CCC1C(=O)O (stereo unspecified)
  -10, 4
- O=C(c1cc2n(n1)C(C(F)(F)F)CC(c1ccc(Cl)cc1)N2)N1CCCC1 (stereo unspecified)
  -9, 8
- CCCN1CN(Cc2ccccc2)CC2=C1CC(C)(C)CC2=O
  25, 16
- Cc1cc(C)c(S(=O)(=O)c2ccccc2)c(OC(=O)c2c(F)cccc2Cl)n1
  24, 12
- CC1=C(C(=O)Nc2ccccc2)C(c2ccncc2)C(C#N)=C(SCC(=O)NC(C)C)N1 (stereo unspecified)
  -9, -2
- CCNc1nc(Sc2ccc(C)cc2)cc(C(F)(F)F)n1
  -3, 16
- CCOc1cc(C2NC(=O)NC(O)(C(F)(F)F)C2C(=O)c2ccccc2)ccc1OC (stereo unspecified)
  37, -33
- COc1cccc(OC(=O)CSc2nnc(-c3ccccc3Br)o2)c1
  -6, 5
- COc1ccc(C(c2nnnn2CS(=O)(=O)c2ccc(C)cc2)N2CCN(c3ncccn3)CC2)cc1 (stereo unspecified)
  20, -17
- CC1=NCC(C)c2c1[nH]c1ccccc21 (stereo unspecified)
  15, 1
- COc1ccc2cc(S(=O)(=O)N3CCOCC3)ccc2c1
  -24, 3
- COC(=O)Cc1[nH]nc2c1C1(C(=O)N(Cc3ccc(Cl)cc3)c3ccccc31)C(C#N)=C(N)O2 (stereo unspecified)
  11, 32
- O=C(Nc1ccc(Cl)cc1)C1CCN(C(=O)NC2CCCCC2)CC1
  -3, 7
- COc1ccc(-c2n[nH]c(C)c2-c2cnn(-c3ccccc3)c2)c(O)c1C
  2, 9
- OC(COc1ccc(Cl)c2ccccc12)CN1CCN(c2ccccn2)CC1 (stereo unspecified)
  5, -5
- Cc1ccc(NC(=O)CS(=O)CC(=O)NC2CCN(Cc3ccccc3)CC2)c(C)c1 (stereo unspecified)
  1, -20
- COc1ccc(OCCN(C)Cc2ccccc2)cc1
  -9, -6
- Cc1ccc2c(c1)C1(OCCO1)C(=O)N2
  10, -2
- CCCCC1(Cc2ccc(OC)c([N+](=O)[O-])c2)C(=O)N(c2ccccc2)N(c2ccccc2)C1=O
  0, 45
- COc1ccc(C2C(C(=O)NCCN3CCOCC3)c3ccccc3C(=O)N2C)cc1OC (stereo unspecified)
  -7, -9
- Nc1nonc1C(=O)N/N=C/c1ccc(-c2cccc([N+](=O)[O-])c2)o1
  16, -8
- COCCn1c(=O)[nH]c2cc(C(=O)N3CCN(c4ccccc4OC)CC3)ccc2c1=O
  0, 13
- CCCCNC(=S)NNC(=O)c1cccnc1
  -3, 12
- CCC(C)c1ccc(NC(=O)C2CC2)cc1 (stereo unspecified)
  -8, -98
- CCn1c(C(=O)N2CCc3ccccc3C2)cc2oc3ccccc3c21
  6, 11
- Cc1ccccc1NC(C)C(=O)N/N=C/c1ccccc1OCc1cccc(Br)c1 (stereo unspecified)
  -10, -24
- Cc1ccc(-c2nc(-c3cccnc3)no2)c(C)c1
  23, -153
- Cc1ccc(CSc2nc3ccccc3c(=O)n2Cc2ccco2)cc1
  -1, -20
- Cn1c(SCC(=O)OCc2ccccc2)nnc1-c1ccco1
  -3, -1
- Cc1ccc2c(CC(=O)OCc3csc(C)n3)coc2c1
  -9, -8
- CC(=O)N1CCn2c3ccc(C)cc3c3cccc1c32
  0, -49
- COc1ccc(C2C(C(=O)Nc3ccccc3)=C(C)Nc3nc(CCCO)nn32)cc1 (stereo unspecified)
  -10, 8

# Copied from the list:
# CCn1c(C(=O)N2CCc3ccccc3C2)cc2oc3ccccc3c21 – ARNT TACC3 PPI: 6
# CC1=NCC(C)c2c1[nH]c1ccccc21 (stereo unspecified) – PAX8 inh HTS: 1
# Cc1cc(C)c(S(=O)(=O)c2ccccc2)c(OC(=O)c2c(F)cccc2Cl)n1 – ARNT TACC3 PPI: 24

# (further entries)
# The line under a structure holds: ARNT TACC3 PPI, PAX8 inh HTS
- Nc1ccccc1NC(=O)c1ccccc1N
  -4, -65
- COc1ccc(Cl)cc1C(=O)Nc1nnn(C)n1
  1, 7
- O=C(OC(C(=O)NC1CCCCC1)c1ccccc1)c1ccco1 (stereo unspecified)
  -5, 7
- Cc1ccc(NC(=O)CSc2nc3ccccc3c3nc(CCc4c(C)n[nH]c4C)nn23)cc1F
  17, 17
- Cc1cccc(C)c1NC(=O)C1(NC(=O)C2CCCN2C(=O)OC(C)(C)C)CCCCC1 (stereo unspecified)
  -24, 4
- O=C(O)CSc1nc(C(F)(F)F)cc(=O)n1-c1ccccc1
  -6, 7
- CN(C)c1nc(N2CCOCC2)nc(N(c2ccccc2)c2ccccc2)n1
  -5, -3
- Cc1nc(SCC(=O)c2ccccc2)n[nH]1
  -3, -20
- COC(=O)c1sccc1NC(=O)C1C2C=CC(O2)C1C(=O)O (stereo unspecified)
  -9, 18
- CC1=C(C(=O)OC(C)C)C2(O)C(=O)c3ccccc3C2(O)N1 (stereo unspecified)
  11, 38
- CC(=O)N1SC(N)=NC1c1ccccc1 (stereo unspecified)
  -6, 2
- CCN1CCN(C(=S)Nc2ccccc2Cl)CC1
  -18, 10
- CNC(=O)NC(=O)CSc1ccc(NC(C)=O)cc1
  -2, 15
- COc1ccc(NC(=O)Cn2nnc(-c3ccc(CN4CCOCC4)cc3)n2)c(OC)c1
  2, 0
- CCOC(=O)CC1C(C(=O)OCC)ON2OC(C(=O)OC)C(C(=O)OCC)C12 (stereo unspecified)
  -10, -6
- CCc1[nH]nc2c1C(C(C)C)C(C#N)=C(N)O2 (stereo unspecified)
  -3, 7
- O=C(NCc1ccccc1)c1ccc(OC2CSC2)cc1
  -1, -26
- COc1cccc(CNC(=O)c2ccc3nc[nH]c3c2)c1
  -3, -10
- CC1CC1C(=O)OCC(=O)NCc1ccc(Cl)cc1 (stereo unspecified)
  -6, -1
- COc1ccc(OCC(O)Cn2c(=N)n(CCN3CCOCC3)c3ccccc32)cc1 (stereo unspecified)
  -1, 8
- C=CCc1cccc2cc(C(=O)N(CC)CC)c(=O)oc12
  -6, -8
- COc1ccc(CNC(=O)C2CCCN(c3nccc(C)n3)C2)cc1 (stereo unspecified)
  -3, -2
- COCc1cc(C)nc2sc(C(=O)OC)c(N)c12
  -11, -1
- COCCNc1nnc(SCC(=O)c2ccc3c(c2)OCO3)s1
  -9, -9
- COc1cc(OC)c(OC)cc1CN1CCN(S(=O)(=O)c2ccc(F)cc2)CC1
  -1, 8
- COc1ccc(CCNC(=O)CN2CCN(c3cccc(Cl)c3)CC2)cc1OC
  6, 2
- CCSc1nnc([C@H](Cc2c[nH]c3ccccc23)NC(=O)OC(C)(C)C)o1
  1, 9
- O=C1CCC(=O)N1CNc1cccnc1
  3, 17
- COc1ccc(CCNC(=O)c2ccc(Cl)cc2)cc1
  1, -1
- COc1ccc(N(CC(=O)N2CCc3ccccc32)S(=O)(=O)c2c(C)n[nH]c2C)cc1
  21, 10

# (listing goes on)
# The line under a structure holds: ARNT TACC3 PPI, PAX8 inh HTS
- C/C=C/C(=O)OCC(=O)Nc1ccc(F)cc1Cl
  7, 2
- O=S(=O)(NC1CCCc2ccccc21)c1cnc[nH]1 (stereo unspecified)
  -4, 21
- COC(=O)C1=C(C)NC(=O)NC1c1cc(Cl)ccc1OC (stereo unspecified)
  -1, 1
- O=C1/C(=C\c2ccccc2)CCc2c1[nH]c1ccccc21
  -1, -134
- NS(=O)(=O)c1ccc(NC(=O)CSc2ccccn2)cc1
  -6, 9
- COC(=O)c1cc(-c2cccc(OC)c2)n[nH]1
  6, -51
- CCc1cc2c(SCC(=O)c3cccs3)ncnc2s1
  -4, -36
- CCCN1C(=O)c2ccccc2NC1c1cc(OC)c(OC)c(OC)c1 (stereo unspecified)
  -1, 1
- COc1ccc(/C(O)=C2/C(=O)C(=O)N(CCN(C)C)C2c2ccccn2)cc1OC (stereo unspecified)
  10, -8
- CCCCc1nnc(NC(=O)C=C(C)C)s1
  4, -35
- CCCN(CCC)CCCNC(=O)CS(=O)Cc1nc(-c2ccc(OC)c(OC)c2)oc1C (stereo unspecified)
  0, -7
- Cc1cccc(NC(=O)c2ccc(-n3ccnc3)nc2)c1
  -2, -16
- Cc1ccc(N2C(=O)c3ccc(C(=O)Nc4cccnc4)cc3C2=O)c(C)c1
  25, -3
- N=c1sccn1CC(=O)Nc1ccc(S(=O)(=O)N2CCOCC2)cc1
  -3, -6
- CCOC(=O)c1cnc(Nc2nc3ccccc3o2)nc1CSc1nnc(C)s1
  7, -10
- Cc1ccc(Cl)cc1N1CCN(C(=O)CN2C(=O)c3cccc4cccc2c34)CC1
  -15, 5
- CC1CCN(c2nc(-c3ccc(F)cc3)cc(C(F)(F)F)n2)CC1
  5, 18
- CCC(=O)Nc1ccc(C(=O)CSc2nnc(-c3cccnc3)o2)cc1
  -6, -5
- CN(C)CCNC(=O)C(C(=O)c1ccc(F)cc1)n1ccccc1=O (stereo unspecified)
  -1, -6
- Cc1cccc(NC(=O)C2CCN(S(=O)(=O)c3cccs3)CC2)c1
  -2, 0
- O=C(CSc1nnc(-c2ccccc2)o1)N1CCc2ccccc2C1
  4, 4
- CC(=O)Nc1ccc(S(=O)(=O)CCC#N)cc1
  -2, -8
- CCOC(=O)c1cnc2c(-c3ccccc3)cnn2c1N
  -1, -92
- Cc1ccc(C2CC2C(=O)NNC(=S)Nc2cccc(Cl)c2)cc1 (stereo unspecified)
  12, -6
- C[C@@]12CC(=O)NC1N(C(=O)c1cccc(C(F)(F)F)c1)C(c1ccccc1O)C2 (stereo partly specified)
  -15, -8
- Cc1cc(C)n(CC(=O)Nc2ccccc2)n1
  -3, -4
- CCOc1cc2[nH]c(=S)n(C(C)C)c(=O)c2cc1OCC
  -12, -22
- COc1ccccc1C1CC(c2ccc(C)cc2)Nc2ncnn21 (stereo unspecified)
  -8, -2
- COc1ccc(C2C(C#N)=C(SCC(=O)Nc3ccc(C)cc3)NC3=C2C(=O)CC(C)(C)C3)cc1 (stereo unspecified)
  0, 34
- CCOc1ccc(NC(N)=O)cc1OCC
  18, 24

# Going on with the list:
# The line under a structure holds: ARNT TACC3 PPI, PAX8 inh HTS
- Fc1ccccc1Cn1nnc(-c2ccc3c(c2)OCO3)n1
  -16, -194
- Cc1nn(C)c(C)c1S(=O)(=O)N1CCC(C(=O)NC2CCCCC2)CC1
  -6, 15
- CC1(C)CC(=O)c2cc(OCC(=O)N3CCOCC3)ccc2O1
  -1, 9
- CC(=O)Nc1ccc(S(=O)(=O)N2CCCN(S(=O)(=O)c3ccc(NC(C)=O)cc3)CC2)cc1
  -2, 11
- CCCC(=O)OCC(=O)Nc1ccc(OC(F)F)cc1
  4, 36
